Bioassay records from PubChem.
p53 reactivator – re-activators of mutant p53; 0.063% of 320,000 active; AID 504706; H1299 p53-A138V BP100-luciferase reporter, luminescence, 24 h; Potency, µM (doses to about 92.2 µM), without a hit: at the highest dose activity change, positive = activation, usual class: activators; also: potency is read from the fitted curve at half-maximal effect; % of control where 0% means no effect; nearly all actives have a fitted effect of over 45% in size
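p53-null H1299 cells stably carrying temperature-sensitive p53-A138V and a BP100-luciferase reporter were pinned with compounds (4-point, 1:5 series) and held 24 hrs at 37 deg C. Luminescence was read 10 min after detection reagent.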
ELG1 repair inh – ELG1-dependent DNA repair inhibition | HEK293T ELG1-luciferase reporter, luminescence, 16 h; DNA damage induced by 5-fluorouridine | Potency, µM (top dose mostly 46.1 µM), for inactives: at the highest dose activity change, negative = inhibition, hits mostly inhibitors | 2.3% of 330,000 active | AID 504467; also: potency is read from the fitted curve at half-maximal effect; % is scaled to controls: 0 for no effect and ±100 for the full control effect; nearly all actives have a fitted effect of over 55% in size
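5-Fluorouridine DNA damage + compound/DMSO, 2,000 cells/well, 16 h, 37 °C/5% CO2. ONE-Glo, 30 min RT, luminescence. Readout = decrease in reporter signal.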
RORgamma inh – blocks mouse ROR gamma transcriptional activity; P51450; Drosophila S2 Gal4-RORgamma UAS-luciferase reporter, 20 h; Potency, µM (highest dose often 53.6 µM), without a hit: top-dose activity change, negative = inhibition, hits mostly inhibitors; 5.4% of 310,000 active; AID 2551; also: potency is read from the fitted curve at half-maximal effect; % is scaled to controls: 0 for no effect and ±100 for the full control effect; nearly all actives have a fitted effect of over 60% in size
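A Gal4/UAS one-hybrid system in insect cells: metallothionein-promoter Gal4–ROR gamma fusion plus Photinus luciferase reporter. Copper sulfate 700 uM final, 20 hr ambient incubation, luminescent detection after 10 min with reagent.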
BRCA1 expr up – activators of BRCA1 expression; MCF7-BRCA1-FFLuc reporter, luminescence, 48 h; response scale: scaled: vehicle 0%, 10 µM genistein 100%; Potency, µM (titrated, usually from 46.1 µM), without a hit: top-dose activation, hits mostly activators; 1.1% of 380,000 active; AID 624202; also: potency is read from the fitted curve at half-maximal effect; nearly all actives have a fitted effect of over 80% in size; some results filed as inactive show a strong effect at the top dose
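MCF7-BRCA1-FFLuc, 2000 cells/well; 2 h attach, 37 °C/5% CO2; compound 48 h; luciferase substrate 15 min; luminescence end-point. Norm. to genistein 10 microM max activation and DMSO; concentration-response curves fitted.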
VP16 counter – inhibits Gal4-VP16 luciferase reporter, ROR gamma counter-screen; Drosophila S2 Gal4-VP16 UAS-luciferase, luminescence, 20 h; Potency, µM (highest dose often 53.6 µM), without a hit: at the top dose activity, negative = inhibition, most hits filed as inhibitors; 3.5% of 310,000 active;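 also: Gal4-VP16 expression switched on by copper sulfate through the metallothionein promoter; potency is read from the fitted curve at half-maximal effect; % is scaled to controls: 0 for no effect and ±100 for the full control effect; nearly all actives have a fitted effect of over 50% in size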
Rab9 prom act – activates the Rab9 promoter; Huh7 Rab9 promoter-luciferase reporter, luminescence, 24 h; 2.8% of 320,000 active; Potency, µM (highest dose often 9.22 µM), for inactives: at the top dose activation, negative = inhibition, hits mostly activators; also: potency is read from the fitted curve at half-maximal effect; % of control where 0% means no effect; nearly all actives have a fitted effect of over 60% in size
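Huh7 cells stably carrying a Rab9 promoter-luciferase reporter, 1500 cells per well in OP-MEM I with 10% FBS, treated with compound 24 hours at 37C. Luciferase activity read by luminescence after 10 minutes with Amplite reagent.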
Tb PFK inh – inhibitors of T. brucei phosphofructokinase | O15648 | T. brucei PFK, ADP-Glo luminescence | Potency, µM (top dose mostly 57.5 µM), for inactives: at the highest dose activity, negative = inhibition, usual class: inhibitors | 0.17% of 330,000 active;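 also: potency is read from the fitted curve at half-maximal effect; 0% = uninhibited 1x PFK enzyme wells and -100% = no-enzyme wells; nearly all actives have a fitted effect of over 60% in size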
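Compounds were pin-transferred as a titration series up to 57 uM into substrate buffer (0.5 mM F6P, 0.1 mM ATP, pH 8.0), then 1.25 nM PFK was added and reactions ran 45 min before ADP-Glo detection.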
TRPV1 agonist – human TRPV1 agonism; activation, % at 8.33 µM; Q8NER1; AID 540275; TRPV1-expressing cells, Fluo-8 calcium influx, agonist mode; 0.19% of 320,000 active; in the data active = activation above about 80%; inconclusive = between about 30% and that limit; also: 0% is about no effect
Target sequence (Q8NER1 whole entry, looked up): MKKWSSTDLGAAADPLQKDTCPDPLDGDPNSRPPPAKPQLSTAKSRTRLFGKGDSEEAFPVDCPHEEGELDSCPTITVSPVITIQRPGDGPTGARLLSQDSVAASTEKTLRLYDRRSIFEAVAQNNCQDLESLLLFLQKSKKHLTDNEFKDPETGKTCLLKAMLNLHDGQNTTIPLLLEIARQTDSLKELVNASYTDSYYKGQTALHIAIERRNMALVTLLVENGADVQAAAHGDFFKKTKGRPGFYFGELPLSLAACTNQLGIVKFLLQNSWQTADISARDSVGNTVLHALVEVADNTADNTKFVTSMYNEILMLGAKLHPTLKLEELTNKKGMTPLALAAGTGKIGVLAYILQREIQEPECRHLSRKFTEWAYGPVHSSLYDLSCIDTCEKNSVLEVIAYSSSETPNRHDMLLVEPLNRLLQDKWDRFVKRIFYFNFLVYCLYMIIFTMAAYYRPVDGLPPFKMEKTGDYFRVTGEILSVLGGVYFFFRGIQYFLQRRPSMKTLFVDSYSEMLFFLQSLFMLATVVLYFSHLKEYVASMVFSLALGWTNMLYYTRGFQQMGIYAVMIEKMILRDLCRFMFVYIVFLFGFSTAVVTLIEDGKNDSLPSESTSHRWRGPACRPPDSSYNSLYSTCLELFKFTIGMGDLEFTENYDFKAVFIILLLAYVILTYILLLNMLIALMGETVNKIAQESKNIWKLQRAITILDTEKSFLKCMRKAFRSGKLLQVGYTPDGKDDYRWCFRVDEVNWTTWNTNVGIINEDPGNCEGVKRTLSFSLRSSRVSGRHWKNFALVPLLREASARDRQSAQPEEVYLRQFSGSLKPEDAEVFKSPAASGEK
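TRPV1-expressing cells were cultured overnight at 35.5C and loaded with Fluo-8 calcium dye for 40 to 90 min at room temperature. After a 10 s baseline, compound was added and calcium influx was read kinetically for 3 min (ex 480/em 520 nm).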
NPC1 prom act – NPC1 promoter activation; 2.4% of 320,000 active; Potency, µM (doses to about 9.22 µM), inactives show at the top dose activation, most hits filed as activators; Huh7 NPC1 promoter luciferase reporter, 24 h;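 also: potency is read from the fitted curve at half-maximal effect; % of control where 0% means no effect; nearly all actives have a fitted effect of over 60% in size; reporter is driven by a mutant NPC1 promoter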
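Stably transfected Huh7 (NPC1 promoter→luciferase), 1500 cells/well in Opti-MEM + 10% FBS, 2 h settle, then compound 24 h at 37 °C. Luminescence after 10 min with Amplite reagent.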
FLuc modulator – counter-screen for miR-21 project: firefly luciferase inhibitors or activators; P08659; purified FLuc, Km substrates, luminescence inhibition; Potency, µM (series often up to 57.5 µM), for the others: at the highest dose activity change, negative = inhibition, usual class: inhibitors; 6.9% of 360,000 active;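 also: potency is read from the fitted curve at half-maximal effect; plate controls were vehicle for no effect and reference inhibitor for full effect; nearly all actives have a fitted effect of over 55% in size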
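Purified P. pyralis luciferase, 10 nM final, with Km-level 10 uM D-luciferin and 10 uM ATP in 50 mM Tris acetate pH 7.5, 10 mM Mg acetate, 0.01% Tween-20, 0.05% BSA; 6-point qHTS titration about 60 µM downward; luminescence read.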
ELG1 genotox – inducers of genotoxicity in HEK293T ELG1-luciferase cells | HEK293T ELG1-luciferase reporter, luminescence, 16 h | 1.3% of 330,000 active | Potency, µM (doses to about 46 µM), for the others: top-dose activity change, positive = activation, most hits filed as activators; also: potency is read from the fitted curve at half-maximal effect; % of control where 0% means no effect; nearly all actives have a fitted effect of over 60% in size
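Genotoxic stress is detected as increased luminescence from luciferase-tagged ELG1 in HEK293T cells, measured with ONE-Glo after a 16 hr treatment at 37 °C.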
Numbers without * were called inactive; ? = inconclusive; . = not tested or not shown; [ ] = another dose, or the depositor's remark. Unless noted, calls follow the shape of the dose curve; as a rule, active = well fitted curve in the direction sought with a large enough effect; inconclusive = small, poorly fitted or top-dose-only effect, or another doubt; inactive = no such curve, though single readings can be large; an effect the other way counts as inactive or inconclusive. Outcome played no part in choosing rows; overall some 15% were active at least once.

SMILES	p53 reactivator	ELG1 repair inh	RORgamma inh	BRCA1 expr up	VP16 counter	Rab9 prom act	Tb PFK inh	TRPV1 agonist	NPC1 prom act	FLuc modulator	ELG1 genotox
COc1ccc(CNC(=O)C[C@H]2C[C@H](C(=O)N3CCOCC3)[C@@]3(C)c4[nH]c5cc(CCC(=O)N(C)C)ccc5c4CCN3C2=O)cc1OC	12.8%	17.5%	.	6.3%	.	.	1.7%	.	.	.	8.7%
O=C(O)C1CCCN(C(=O)NCc2ccccc2)C1 (stereo not given)	-2.4%	13.6%	-11.1%	10.0%	-2.4%	3.5%	-0.4%	1.3	-5.6%	1.0%	-0.9%
Cn1c(=O)[nH]c(=O)c2c1nc(N/N=C/c1ccncc1)n2Cc1ccc(F)cc1	-0.7%	?	0.8%	-25.2%	5.2%	-2.5%	-2.9%	2.0	-5.4%	-1.7%	?
COc1ccc2c(c1)[nH]c1c(N3CCN(Cc4ccc5c(c4)OCO5)CC3)ncnc12	-0.3%	20.6µM*	?	-77.8%	10µM*	-27.7%	-2.3%	13.4	-29.2%	-18.7%	-18.8%
CCOC(=O)CSc1nnc(-c2cccs2)n1-c1ccccc1	.	.	13.3%	-7.3%	1.6%	.	.	4.8	.	2.3%	.
Cc1cc(NC(=O)C2CCCN2C(=O)Nc2c(C)cccc2C)ccc1-n1cnnn1 (stereo not given)	-1.4%	1.7%	-4.3%	-10.7%	23.3%	8.8%	3.3%	-0.6	-0.5%	-0.8%	0.3%
Cn1c(=O)n(Cc2ccccc2)c(=O)c2c1nc1n2CCS1	-3.7%	?	-17.8%	-12.1%	12.2%	0.8%	0.0%	0.4	10.5%	2.5%	2.4%
COc1ccc(-n2nc3cc(C)c(NC(=O)CC(C)C)cc3n2)cc1	15.7%	?	18.2%	.	0.1%	19.4%	-0.6%	-1.8	16.8%	-29.3%	6.7%
CC1CCC2C(=O)N(c3ccccc3OC(=O)c3ccccc3)C(=O)C2C1 (stereo not given)	9.9%	-4.7%	-10.1%	-2.9%	-16.6%	-3.2%	2.5%	-0.6	1.2%	1.0%	0.8%
CCN(CC)c1ccc(NC(=O)c2cnc3ccccn3c2=O)c(C)c1	3.5%	-3.1%	18.3%	-27.9%	-1.7%	-4.1%	-4.1%	1.0	-2.3%	?	-0.5%
CCCCC(CCC(=O)Nc1ccc(C(=O)OCC)cc1)C(=O)O (stereo not given)	1.1%	9.5%	-35.0%	0.7%	-2.9%	-9.6%	0.4%	-3.3	2.7%	0.6%	-0.2%
Cc1csc(=O)n1CCC(=O)OCC(=O)Nc1cc(Cl)ccc1[N+](=O)[O-]	2.9%	24.5%	.	-11.6%	.	2.5%	-6.9%	5.8	2.5%	-0.9%	-11.5%
N#CC1=C2SC=C(c3ccc(Br)cc3)N2CCCC1=O	11.9%	?	?	?	5.8%	1.58µM*	-1.7%	4.2	?	5.36µM*	18.7%
CCOCCCNC(=S)Nc1ccc2nc3n(c(=O)c2c1)CCCCC3	-6.7%	3.9%	6.9%	-20.0%	5.1%	12.1%	-1.8%	-3.9	0.1%	-4.7%	-0.7%
COc1ccccc1CN(C)CC(=O)Nc1cccc(S(=O)(=O)N2CCCCC2)c1	-9.2%	?	.	-31.2%	.	-3.5%	-2.7%	13.3	1.4%	-2.3%	-9.9%
Cn1c(Sc2ccc(C(=O)O)cc2[N+](=O)[O-])nnc1-c1ccccc1	-2.0%	9.1%	-2.5%	33.0%	0.0%[10 µM]	-5.3%	-1.9%	2.6	0.6%	-1.8%	0.3%
Cc1ccc(C(=O)N2CCN(c3ccccn3)CC2)cc1[N+](=O)[O-]	3.1%	0.2%	10.9%	-7.4%	0.0%[10 µM]	-1.9%	2.9%	1.9	-5.4%	-1.8%	-7.1%
CCCCC(=O)Nc1ccc(Br)cc1C(=O)O	-5.4%	-5.8%	?	7.8%	-26.9%	2.0%	-2.1%	-0.5	-0.4%	?	1.5%
CCOc1ccc(CN(C)C(=O)c2ccc(=O)[nH]c2)cc1	4.6%	-2.6%	2.2%	-18.3%	8.5%	-3.3%	-1.7%	5.0	-1.6%	-0.6%	-0.6%
NNC(=O)COc1cccc2cccnc12	-3.1%	-5.1%	?	-1.3%	-0.6%	1.5%	-1.6%	-0.8	-2.2%	-5.0%	-1.6%
COc1nc(N2CCOCC2)nc(-n2cccc2)n1	-1.8%	15.9%	-5.3%	-43.9%	-1.5%	-14.3%	0.5%	-5.9	-3.3%	-7.2%	3.5%
COC(=O)c1cc(NC(=O)CSc2nc(C)cc(=O)[nH]2)cc(C(=O)OC)c1	-8.4%	3.9%	10.7%	8.0%	-0.3%	-0.1%	-6.7%	-3.8	0.2%	-3.1%	-9.9%
CCCN1C(=O)SC(CC(=O)Nc2cccc3ccccc23)C1=O (stereo not given)	?	?	-43.0%	-50.5%	-0.7%	-4.8%	-1.0%	5.1	4.5%	4.0%	0.3%
CC(=O)Nc1ccc(S(=O)(=O)N(Cc2cccnc2)Cc2cc3ccc(C)cc3[nH]c2=O)cc1	-0.8%	-18.4%	4.5%	-4.9%	-12.2%	0.5%	-2.2%	0.1	1.0%	1.0%	-8.7%
O=C(NC1CCCCC1)C(=O)c1c(-c2ccccc2)[nH]c2ccccc12	-4.9%	-5.5%	10.4%	2.6%	-1.2%	-3.2%	-0.1%	?	-5.4%	2.6%	-2.0%
O=C(COC(=O)CN1C(=O)NC2(CCCC2)C1=O)Nc1ccc(C(F)(F)F)cc1[N+](=O)[O-]	17.7%	10.4%	.	3.3%	.	1.8%	-3.0%	29.8	-0.5%	5.7%	6.0%
COc1ccc(C(CNC(=O)c2ccc3c(c2)OCCO3)N(C)C)cc1 (stereo not given)	1.4%	0.5%	7.1%	-5.5%	0.2%	-1.4%	0.8%	-0.1	0.4%	-6.0%	7.9%
O=C(O)CCC(=O)N1CCN(c2nc(-c3ccccc3)c3cc(Br)ccc3n2)CC1	.	-0.5%	?	-26.4%	-3.6%	2.1%	-1.3%	12.5	-0.2%	2.1%	1.1%
CCOc1ccc(NC(=O)Cn2nnc(C(=O)NCc3ccc4c(c3)OCO4)c2N)cc1	-9.0%	10.1%	-32.8%	3.0%	-18.7%	-15.1%	3.4%	-0.8	0.9%	2.7%	16.9%
COc1ccc(-c2nn(CC(=O)Nc3ccc(Cl)c(Cl)c3)c(=O)c3ccccc23)cc1	10.1%	0.9%	12.6%	-14.6%	-4.9%	6.2%	0.6%	3.1	-0.4%	3.7%	1.3%
C[C@H](CO)N1C[C@H](C)[C@@H](CN(C)C(=O)Nc2ccccc2)Oc2ccc(NC(=O)C3CCCCC3)cc2C1=O	-2.0%	5.7%	.	8.7%	.	.	2.9%	.	.	.	3.1%
CCn1ncc(/C=N/NC(=O)c2cc(Cl)ccc2OC)c1C	14.7%	-21.3%	9.7%	-23.0%	-6.2%	0.1%	4.1%	0.3	-1.6%	?	1.0%
O=C(OCc1cccc([N+](=O)[O-])c1)c1cnccn1	3.9%	-1.7%	-13.7%	5.7%	-3.5%	-5.4%	-0.6%	-0.3	2.3%	4.1%	0.3%
COc1ccc(OC)c(NC(=O)C2C3C=CC(C3)C2C(=O)NCc2cccnc2)c1 (stereo not given)	1.1%	-7.6%	34.4%	-6.9%	-1.0%	-0.2%	0.6%	-3.6	-0.5%	6.1%	2.1%

Gathered by group, the compounds so far with fluorine.
SMILES	p53 reactivator	ELG1 repair inh	RORgamma inh	BRCA1 expr up	VP16 counter	Rab9 prom act	Tb PFK inh	TRPV1 agonist	NPC1 prom act	FLuc modulator	ELG1 genotox
Cn1c(=O)[nH]c(=O)c2c1nc(N/N=C/c1ccncc1)n2Cc1ccc(F)cc1	-0.7%	?	0.8%	-25.2%	5.2%	-2.5%	-2.9%	2.0	-5.4%	-1.7%	?
O=C(COC(=O)CN1C(=O)NC2(CCCC2)C1=O)Nc1ccc(C(F)(F)F)cc1[N+](=O)[O-]	17.7%	10.4%	.	3.3%	.	1.8%	-3.0%	29.8	-0.5%	5.7%	6.0%
